NFkB transloc pot – enhancers of NFkB p65 translocation in HUVEC – imaging, IL-1B stimulus, high-content imaging, primary screen. HUVEC IL-1B NFkB p65 nuclear translocation imaging. activation, % at 2 µM. actives 0.3% (n = 94,000). AID 819, 2007;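 active = activation above 40%, about the mean plus 3 SD, also judged a hit on visual image review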;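 note: percent activation is computed from the nuclear over cytoplasmic p65 intensity ratio; values of inactives mirror those of a sister screen read the other way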
Bcl-B displacement – displacers of TR3 peptide from Bcl-B, primary screen, selectivity assay for Bfl-1 inhibitor project, biochemical, fluorescence polarization | Bcl-2-like protein 10 (Homo sapiens) | FP displacement of FITC-TR3 peptide from Bcl-B; higher % means a stronger effect | one-dose displacement, % at 20 µM; IC50 in µM for titrated hits | actives 0.11% (n = 96,000) | AID 748, 2007;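 active = displacement above 50% at 20 µM plus a fluorescence interference ratio under 1.5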;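 note: plate controls were wells without compound for no effect and wells lacking Bcl-B protein for full effect; a part of the inactive calls stands beside numbers as strong as those of hits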
NFkB transloc inh – inhibitors of IL-1B driven NFkB p65 nuclear import, primary screen, imaging, HUVEC, IL-1B stimulus, high-content imaging | actives 0.43% (n = 94,000) | HUVEC IL-1B NFkB p65 nuclear translocation imaging | AID 796, 2007 | inhibition, % at 2 µM;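 active = inhibition above about 30% together with a positive call from visual inspection of the well image, limit read from the data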;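 note: nuclear over cytoplasmic p65 intensity ratio measured by imaging; 0% = IL-1B stimulated DMSO wells and 100% = unstimulated DMSO wells; values of inactives mirror those of a sister screen read the other way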
PLAP inhibition – PLAP enzyme inhibitors, biochemical, luminescence, HTS (AID 690). Alkaline phosphatase, placental type (Homo sapiens). purified PLAP, luminescent substrate; higher % means a stronger effect. one-dose inhibition, % at 20 µM; IC50 in µM for titrated hits. actives 0.08% (n = 96,000); in the data active = a potency from the dose series; inactive = the rest, 99 in 100 with inhibition below about 30%; note: strong numbers were not always called active
MRP reversal – reversal of MRP1-mediated doxorubicin resistance, primary screen, H69AR cells, doxorubicin co-treatment; actives 0.04% (n = 85,000); differential viability (reversal), % at 10 µM; H69AR cells + 2 uM doxorubicin, CellTiter-Glo, 72 h;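 active = viability drop by adding the cancer drug above about 55%, with treated viability meeting a 40% cutoff, limit read from the data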;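 note: viability without doxorubicin minus viability with 2 µM doxorubicin for each compound; larger differential means the compound sensitizes cells more to doxorubicin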
MRP reversal cytotoxicity – second read-out of MRP reversal, no call of its own (marks repeat the call); viability, %; H69AR cells, CellTiter-Glo, 72 h; measured here: cytotoxicity without doxorubicin
MRP reversal with doxorubicin – also measured in MRP reversal; calls as there; viability, %; measured here: viability with 2 uM doxorubicin; stronger effect = lower value
NFkB transloc inh cell count 2 µM – also measured in NFkB transloc inh; calls as there; cell count; measured here: cells passing quality filter;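 raw number of nuclei counted in each imaged well without normalization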
NFkB transloc pot cell count 2 µM – also measured in NFkB transloc pot; calls as there; cell count; measured here: cells passing quality filter
* = called active by the depositor; · = no result given.

SMILES	NFkB transloc pot	NFkB transloc pot cell count 2 µM	Bcl-B displacement	NFkB transloc inh	NFkB transloc inh cell count 2 µM	PLAP inhibition	MRP reversal	MRP reversal cytotoxicity	MRP reversal with doxorubicin
CCCOc1ccc(C(=O)CCC(=O)OCC(=O)Nc2cc(C)on2)cc1	-1	213	2%	1	213	14%	·	·	·
COc1cc2c(cc1NC(=O)CSc1ccccn1)oc1ccccc12	3	119	-9%	-3	119	-5%	·	·	·
COc1cc(CN(C)CCc2ccccn2)cc(OC)c1OC	·	·	0%	·	·	2%	·	·	·
Brc1ccccc1-c1nnc(COc2cccc3cccnc23)o1	0	189	4%	0	189	-47%	-14	32	46
Cc1cc(C)n(-c2cc(=O)n(C)c(=O)n2C)n1	-3	127	8%	3	127	9%	2	99	97
Cc1nc(C)c(C(=O)C2=C(O)C(=O)N(CCN3CCOCC3)C2c2cccnc2)s1 (configuration not stated)	5	112	-6%	-5	112	-54%	-3	104	107
COc1ccc2c(c1)Cc1sc(NC(C)=O)nc1-2	-5	69	-5%	5	69	15%	-4	82	87
Cc1ccc(/C(COc2ccccc2O)=N\O)cc1	4	128	0%	-4	128	12%	·	·	·
COc1ccc(N(C(=O)c2ccco2)S(=O)(=O)c2ccc(F)cc2)cc1	29	161	·	-29	161	·	-3	93	96
O=C(Nc1ccccn1)c1ccc(NC(=O)c2ccco2)cc1	·	·	2%	·	·	15%	-5	87	91
CCCC(C)C(=O)Nc1nc(C)c(-c2csc(Nc3ccc(Cl)cc3)n2)s1 (configuration not stated)	19	171	-2%	-18	171	-17%	·	·	·
Cc1ccc(C)c(-n2nnnc2SCC(=O)c2ccc3c(c2)NC(=O)CO3)c1	-2	167	-9%	2	167	-6%	5	84	79
CC1(C)Cc2c(C#N)c(N)sc(=S)c2CO1	·	·	58%	·	·	-9%	5	98	94
COc1ccnc(Oc2ccc3ccccc3c2)c1C#N	0	167	-9%	0	167	1%	·	·	·
CC(SC1CCCC1)C(=O)Nc1ccnn1C(C)C (configuration not stated)	23	152	0%	-23	152	12%	2	90	88
Cc1ccn2cc(CNC(=O)c3ccc(Br)o3)nc2c1	-8	69	20%	8	69	-38%	1	93	92
CCc1cccc(CC)c1NC(=O)C1CC(=O)N(c2ccc3c(c2)OCCO3)C1 (configuration not stated)	-16	135	34%	16	135	-24%	·	·	·
CCN(Cc1ccccc1)C(c1cc2ccc(C)cc2[nH]c1=O)c1nnnn1CCOC (configuration not stated)	-11	93	4%	11	93	-69%	8	88	80
O=C(CN1CCN(Cc2cccc(Cl)c2)C1=O)NCC1CCCO1 (configuration not stated)	12	173	4%	-12	173	8%	11	107	96
Cc1cccc(S(=O)(=O)N2CN(Cc3ccco3)c3nc4ccccc4nc32)c1	-1	122	-53%	1	122	-18%	·	·	·
COc1ccc(CN(C(=O)c2ccco2)C2CC(C)N(C)CC2C)cc1 (configuration not stated)	19	109	-4%	-19	109	11%	4	84	80
CC(C)c1nnc(NC(=O)CCC(=O)NC2CCCCCCC2)s1	-5	180	-11%	5	180	-10%	10	90	80
CC(C)N(C(=O)COC(=O)c1ccc(O)cc1)C(C)C	6	116	0%	-6	116	-8%	13	92	79
Cc1cc(C)cc(N(CC(=O)NC2CC3CCC2C3)S(C)(=O)=O)c1 (configuration not stated)	1	126	-4%	-1	126	-49%	3	94	91
CCC(Sc1nc(N)cc(=O)[nH]1)C(=O)NC(C(=O)OC)c1ccccc1 (configuration not stated)	12	138	-8%	-12	138	16%	2	96	94

Ordered by value in Bcl-B displacement (low to high): some entries from above
| compound | Bcl-B displacement |
| --- | --- |
| Cc1nc(C)c(C(=O)C2=C(O)C(=O)N(CCN3CCOCC3)C2c2cccnc2)s1 (configuration not stated) | -6% |
| COc1ccc(CN(C(=O)c2ccco2)C2CC(C)N(C)CC2C)cc1 (configuration not stated) | -4% |
| CC(SC1CCCC1)C(=O)Nc1ccnn1C(C)C (configuration not stated) | 0% |
| Cc1cc(C)n(-c2cc(=O)n(C)c(=O)n2C)n1 | 8% |

Following part.
SMILES	NFkB transloc pot	NFkB transloc pot cell count 2 µM	Bcl-B displacement	NFkB transloc inh	NFkB transloc inh cell count 2 µM	PLAP inhibition	MRP reversal	MRP reversal cytotoxicity	MRP reversal with doxorubicin
COc1ccc(Cn2c(C3CC3)nc3ccc(NC(=O)C4CC4)cc3c2=O)cc1	8	167	-13%	-8	167	10%	-2	91	93
COc1ccccc1-n1c(=O)[nH]c2c(C(N)=O)nc(C3CCCCC3)nc21	-4	146	-19%	4	146	-89%	-13	48	61
Cc1ccccc1N(C(=O)CCC(=O)Nc1ccccn1)C(C(=O)NC(C)C)c1ccc(O)cc1 (configuration not stated)	-4	174	-5%	4	174	-68%	3	104	101
c1ccc(-n2nnnc2SCc2cccc3nsnc23)cc1	16	121	6%	-16	121	17%	10	96	86
Fc1ccccc1NC(=S)NCCc1ccccc1	-5	54	-18%	5	54	4%	·	·	·
COc1ccc(-c2cnn3c4c(c(C)nc23)CCN4C(C)C)cc1OC	·	·	-4%	·	·	-12%	·	·	·
Cc1ccccc1NC(=O)c1ccccc1NS(=O)(=O)c1cccc2cccnc12	2	132	10%	-2	132	-25%	·	·	·
CCn1c(SCC(=O)N2CCC(C(N)=O)(N3CCCCC3)CC2)nnc1-c1ccccc1	-2	132	·	2	132	·	16	97	81
C(=N\n1cnnc1)/c1ccc2c(c1)OCO2	0	124	-23%	0	124	6%	0	88	88
CC(=O)c1sc(NC(=O)c2cccc3ccccc23)nc1C	-2	181	-21%	2	181	5%	·	·	·
Cc1ccc(C(=O)N2CCOCC2)cc1S(=O)(=O)Nc1cccc(C)c1C	-15	114	·	15	114	·	-4	81	86
Cc1c(C(=O)NCc2cccnc2)sc2ncn(CC(=O)N3CCCCC3C)c(=O)c12 (configuration not stated)	19	130	-11%	-19	130	-11%	·	·	·
CCCCC(=O)Nc1cccc(NC(=O)c2ccc3c(c2)OCO3)c1	-12	77	-2%	12	77	19%	1	87	86
Clc1ccc(-c2nnc(C34CC5CC(CC(C5)C3)C4)o2)cn1	25	172	1%	-25	172	23%	13	99	86
Fc1ccc(NC(=S)N/N=C/c2ccc(F)c(F)c2)c(F)c1	-16	150	-6%	16	150	21%	·	·	·
CCN(CC)S(=O)(=O)c1cccc(-c2nnc(SCc3nnc(-c4cccs4)o3)n2N)c1	-2	153	-3%	2	153	-80%	0	66	66
Cc1ccc(S(=O)(=O)c2nc(-c3ccccc3)oc2NCc2cccnc2)cc1	-32	128	-10%	32*	128*	-55%	-17	91	108
O=C(c1ccco1)N1CCN(C(c2cccs2)c2nnnn2C2CCCC2)CC1 (configuration not stated)	-18	158	-6%	18	158	-40%	-4	95	99
CCOC(=O)C1=C(C)NC(=O)NC1c1cc(Br)c(O)c(OC)c1 (configuration not stated)	22	144	-12%	-22	144	12%	3	79	76
O=C(c1nn2c(C(F)(F)F)cc(-c3ccc(F)cc3)nc2c1Cl)N1CCOCC1	9	84	1%	-9	84	-58%	17	88	72
CCOC(=O)c1csc(NC(=O)C2CCCCC2)n1	18	63	5%	-18	63	15%	10	89	79
CS(=O)(=O)N(CC(=O)N/N=C/c1cc2c(cc1Br)OCO2)c1ccccc1Br	·	·	7%	·	·	-2%	·	·	·
O=C(CN1CCC(C(=O)c2ccc(Cl)cc2)CC1)Nc1ccc2c(c1)OCCO2	-14	141	3%	14	141	-75%	7	98	91
Cc1ccc(NC(=O)CSc2nnnn2-c2ccc3c(c2)OCO3)cc1C	14	159	·	-14	159	·	3	103	100
C/C=C/c1ccc(Oc2nnnn2-c2ccc(C(=O)O)cc2)c(OC)c1	-2	96	0%	2	96	-15%	3	73	70

(cont.)
SMILES	NFkB transloc pot	NFkB transloc pot cell count 2 µM	Bcl-B displacement	NFkB transloc inh	NFkB transloc inh cell count 2 µM	PLAP inhibition	MRP reversal	MRP reversal cytotoxicity	MRP reversal with doxorubicin
COc1cccc2cc(C(=O)C3=C(O)C(=O)N(CCN4CCOCC4)C3c3cccs3)oc12 (configuration not stated)	-1	129	-21%	1	129	-43%	-4	90	94
CC1CN(C(=O)c2cc(S(=O)(=O)N3CCCC3)c(Cl)cc2Cl)CC(C)O1 (configuration not stated)	-14	41	3%	14	41	-40%	14	96	82
Cc1noc(NS(=O)(=O)c2ccc(N/C=C\C(=O)c3ccncc3)cc2)c1C	22	194	-15%	-22	194	-4%	4	114	110
CC1(C)CC(CC(=O)O)(c2ccc(Cl)cc2)CCO1 (configuration not stated)	8	199	5%	-8	199	20%	-2	81	83
Cn1c(NCCCN2CCOCC2)nc2c1c(=O)n(Cc1ccc(Cl)cc1)c(=O)n2C	7	95	5%	-7	95	-47%	2	100	98
CCN(CC)S(=O)(=O)c1ccc(NC(=O)CC(NC(C)=O)c2ccccc2)cc1 (configuration not stated)	-11	54	7%	11	54	-75%	0	95	95
Cc1c(OCc2ccc(C(=O)O)o2)ccc2c3c(c(=O)oc12)CCC3	11	146	14%	-11	146	-18%	-11	88	99
CC1(C)CC(=O)c2c(O)cc(OCc3ccc([N+](=O)[O-])cc3)cc2O1	-7	125	14%	1	173	4%	·	·	·
CC(=O)c1cccc(-n2nnnc2SCC(=O)N2CCCC2)c1	3	162	-4%	-3	162	-7%	-1	101	102
Cc1ccc(S(=O)(=O)N(C)CC(=O)NC2CC(C)(C)NC(C)(C)C2)cc1	5	177	-3%	-5	177	13%	9	98	89
CCCC(C)C(=O)Nc1ccc2c(c1)OCCO2 (configuration not stated)	8	117	-8%	-8	117	6%	16	104	88
CCC(CC)NC(=O)COC(=O)c1ccc(NS(=O)(=O)c2ccc3c(c2)OCCO3)cc1	-4	133	-12%	4	133	-88%	·	·	·
NS(=O)(=O)c1ccc(NC(=O)N2c3ccccc3Sc3ccccc32)cc1	3	137	-7%	-3	137	0%	·	·	·
CCC(=O)Nc1nc(C)c(Oc2ccccc2)c(=O)[nH]1	·	·	5%	·	·	-4%	13	117	103
O=C(/C=C/c1cccs1)Nc1nc(-c2ccccc2)cs1	2	124	-4%	-2	124	20%	·	·	·
Oc1ccccc1-c1cc(-c2ccccc2Cl)[nH]n1	8	151	-8%	-8	151	12%	-18	22	40
COc1ccc2c(c1)C(C)CC(C)(C)N2C(=O)CSc1ncn[nH]1 (configuration not stated)	11	157	6%	-11	157	-136%	13	105	91
O=C(CSc1ncnc2c1oc1ccccc12)Nc1nc2ccccc2s1	13	183	-12%	-13	183	-50%	-3	13	16
CCC(=O)N1CCc2cc(Br)cc(S(=O)(=O)N3CCCCCC3)c21	32	137	·	-32	137	·	-4	75	79
O=C(CSc1ncnc2c1oc1ccccc12)Nc1cccc(F)c1	21	111	12%	-21	111	10%	18	70	52
N#CC(C(=O)OC1CCCCC1)c1nc2ccccc2nc1N1CCCCC1 (configuration not stated)	12	110	10%	-12	110	-20%	1	81	80
COc1ccc(C(=O)NNC(=S)NC2CCCCC2)cc1OC	-4	96	-8%	4	96	-155%	·	·	·
O=C(O)c1cc(-c2ccccc2)c(N2CCOCC2)s1	4	201	30%	-4	201	9%	33	83	50
Cc1ccc(SCCCn2cnc3ccccc3c2=O)cc1	13	185	0%	-13	185	23%	·	·	·
CCCn1c2c(c(O)c(C(=O)Nc3ccccc3)c1=O)CCCC2	10	219	3%	-10	219	22%	-7	88	95
COCCNC(=O)c1onc(CSc2cccc(OC)c2)c1C(=O)O	6	103	13%	-6	103	2%	·	·	·
CCN(CC)c1nc(-c2nn[nH]n2)nc(N(CC)CC)n1	·	·	-4%	·	·	-16%	18	101	82
CC(=O)Nc1ccccc1N(C)S(=O)(=O)c1ccc(C)cc1	-1	148	2%	1	148	-5%	-34	37	70
CC(C)NC(=O)c1ccc(OC2CSC2)cc1	-5	180	10%	5	180	4%	14	92	78

Screening data from PubChem BioAssay.

Only part of the results is shown; count on the stated rates, not on these rows.
